Vif-A3F inh: qHTS for Inhibitors of Vif-A3F Interactions: qHTS; HeLa A3F-eYFP + Vif (tagged APOBEC3F with the HIV-1 protein that degrades it), YFP fluorescence increase; Potency, µM (series often up to 46.1 µM), for the others: at the top dose activity, negative = active; 390,000 compounds, 0.2% hits; AID 602313, 2012; also: potency is read from the fitted curve at half-maximal effect; % of control where 0% means no effect; nearly all actives have a fitted effect of over 65% in size
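HeLa cells stably expressing Vif plus C-terminally eYFP-tagged A3F were seeded, incubated overnight at 37 deg C, dosed with compound, incubated overnight again at 37 deg C. Yellow fluorescence (Ex 488/Em 500-530) reported blocked Vif-mediated A3F-eYFP degradation.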
LDHA block: qHTS assay for inhibitors of human lactate dehydrogenase; purified LDHA, NADH/diaphorase-resazurin fluorescence; hits give low values; 480,000 compounds, 0.15% hits; activity change, % (values are at about 110 or 230 µM); in the data active = activity change below about -30%; inconclusive = mostly about -25% to -30%;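 also: plate controls were DMSO wells for no effect and wells without enzyme for full effect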
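Remaining NADH was detected by diaphorase (0.133 mg/mL) converting 37 µM resazurin to fluorescent resorufin, read at 0 and 20 minutes. The preceding 5-minute room-temperature reaction used 2 nM LDHA, 0.2 mM sodium pyruvate and 0.06 mM NADH at pH 7.4.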
RGS4 inhibitor: Inhibitors of Regulator of G Protein Signaling (RGS) 4: qHTS. Transcreener GDP fluorescence polarization, RGS4-accelerated GTP hydrolysis. Potency, µM (top dose mostly 114 µM), without a hit: at the top dose activity change, negative = inhibition, most hits filed as inhibitors. 390,000 compounds, 0.039% hits. AID 504845, 2011; also: potency is read from the fitted curve at half-maximal effect; % is scaled to controls: 0 for no effect and ±100 for the full control effect; nearly all actives have a fitted effect of over 75% in size; some results filed as inactive show a strong effect at the top dose
Target sequence (P49798 whole entry, looked up): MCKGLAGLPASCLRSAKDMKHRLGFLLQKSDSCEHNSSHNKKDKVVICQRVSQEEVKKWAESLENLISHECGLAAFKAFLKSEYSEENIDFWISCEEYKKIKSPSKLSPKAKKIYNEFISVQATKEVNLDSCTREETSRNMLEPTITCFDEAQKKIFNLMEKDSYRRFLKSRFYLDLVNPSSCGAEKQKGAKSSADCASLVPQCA
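MLSMR compounds (23 nl, pin-transferred) preincubated 10 min at room temperature with a 500nM (2x) first reagent, then RGS4 at 900nM (2x) plus Transcreener GDP mix added; fluorescence polarization (620/688 nm) read before and after 90 min at 30 °C.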
TrxR1 substrate: qHTS Assay for Substrates of Mammalian Selenoprotein Thioredoxin Reductase 1 (TrxR1): qHTS | purified TrxR1 substrate turnover, NADPH consumption readout | Potency, µM (highest dose often 114 µM), for inactives: at the highest dose activity change, negative = substrate turnover | 390,000 compounds, 0.01% hits | AID 588456, 2011; also: potency is read from the fitted curve at half-maximal effect; % is scaled to controls: 0 for no effect and ±100 for the full control effect; nearly all actives have a fitted effect of over 50% in size
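Rat TrxR1, dispensed at 90 nM, was prereduced with 400 uM NADPH (final) for 5 min at ~22 deg C, then incubated with compound 15 min before 400 uM selenite. A first-read NADPH fluorescence drop versus no-compound background flagged substrates.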
rTrxR1 inhibitor: qHTS Assay for Inhibitors of Mammalian Selenoprotein Thioredoxin Reductase 1 (TrxR1): qHTS; recombinant rTrxR1, NADPH fluorescence consumption, selenite substrate; Potency, µM (top dose mostly 114 µM), inactives show at the top dose activity change, negative = inhibition, most hits filed as inhibitors; 390,000 compounds, 1% hits; also: potency is read from the fitted curve at half-maximal effect; % is scaled to controls: 0 for no effect and ±100 for the full control effect; nearly all actives have a fitted effect of over 65% in size
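Rat TrxR1 (90 nM in the dispensed reagent) was pre-reduced with 400 uM NADPH for 5 min at room temperature, then incubated with compound for 15 min. After 400 uM selenite was added, NADPH fluorescence (Ex 340/Em 450 nm) was followed for 8 min.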
USP1 inh: Inhibitors of USP1/UAF1: Primary Screen. recombinant USP1/UAF1, Ub-Rhodamine cleavage fluorescence. 390,000 compounds, 0.23% hits. Potency, µM (titrated, usually from 57.1 µM), without a hit: top-dose activity change, negative = inhibition, hits mostly inhibitors; also: potency is read from the fitted curve at half-maximal effect; % is scaled to controls: 0 for no effect and ±100 for the full control effect; nearly all actives have a fitted effect of over 60% in size; inactives centre near -12
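1 nM enzyme complex + cpd, 15 min RT; start with Ub-Rho 150nM final; kinetic fluorescence ex 480/em 540, 6 reads q60 s. Buffer 50mM HEPES pH 7.8, 0.5mM EDTA, 0.1 mg/ml BSA, 1mM TCEP, 0.01% Tween-20.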
Vif-A3G inh: qHTS for Inhibitors of Vif-A3G Interactions: qHTS. DNA dC->dU-editing enzyme APOBEC-3G (Homo sapiens), Q9HC16. HeLa A3G-eYFP + Vif (tagged APOBEC3G with the HIV-1 protein that degrades it), YFP fluorescence, overnight. Potency, µM (doses to about 46.1 µM), without a hit: at the top dose activity, negative = active, most hits filed as inhibitors. 410,000 compounds, 0.076% hits. AID 602310, 2012;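 also: potency is read from the fitted curve at half-maximal effect; % is scaled to controls: 0 for no effect and ±100 for the full control effect; nearly all actives have a fitted effect of over 60% in size; hits raise eYFP signal because A3G escapes Vif-driven loss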
Target sequence (Q9HC16 whole entry, looked up): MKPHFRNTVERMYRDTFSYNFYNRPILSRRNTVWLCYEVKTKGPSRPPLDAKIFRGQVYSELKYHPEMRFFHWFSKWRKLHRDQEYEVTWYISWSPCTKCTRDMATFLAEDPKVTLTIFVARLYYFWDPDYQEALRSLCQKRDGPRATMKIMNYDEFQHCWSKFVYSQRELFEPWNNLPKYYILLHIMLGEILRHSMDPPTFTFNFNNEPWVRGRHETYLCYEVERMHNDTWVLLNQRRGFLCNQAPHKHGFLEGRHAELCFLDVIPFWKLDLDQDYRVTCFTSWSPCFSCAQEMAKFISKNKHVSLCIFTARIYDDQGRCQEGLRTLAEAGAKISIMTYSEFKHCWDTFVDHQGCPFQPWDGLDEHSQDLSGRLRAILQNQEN
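Read-out is eYFP fluorescence (Ex 488/Em 500-530) from Vif-expressing HeLa A3G-eYFP cells; more signal means A3G escaped Vif-mediated degradation. Cells plated overnight, compound pinned in, incubated overnight at 37 deg C.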
GRP78 ERSR act: qHTS for Inducers of the Endoplasmic Reticulum Stress Response (ERSR) in Human Glioma: qHTS. U87-MG GRP78 promoter luciferase reporter, 16 h. Potency, µM, for the others: at the highest dose activation, most hits filed as activators. 420,000 compounds, 0.02% hits. AID 602332, 2012; also: potency is read from the fitted curve at half-maximal effect; series mostly up to about 76 µM; % of control where 0% means no effect; nearly all actives have a fitted effect of over 35% in size
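Stably transfected U87-MG glioma cells carrying a GRP78-based luciferase sensor; 16 h compound incubation. Luminescence end-point read 10 min after Bright-Glo addition at room temperature.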
IDH1 R132H inh: qHTS for Inhibitors of mutant isocitrate dehydrogenase 1 (IDH1): qHTS; IDH1-R132H enzyme, NADPH consumption, diaphorase/resazurin fluorescence; Potency, µM (highest dose often 76.6 µM), without a hit: at the highest dose activity change, negative = inhibition, most hits filed as inhibitors; 390,000 compounds, 0.093% hits; also: potency is read from the fitted curve at half-maximal effect; % is scaled to controls: 0 for no effect and ±100 for the full control effect; nearly all actives have a fitted effect of over 65% in size
Target sequence (O75874 whole entry R132H, stated change not applied): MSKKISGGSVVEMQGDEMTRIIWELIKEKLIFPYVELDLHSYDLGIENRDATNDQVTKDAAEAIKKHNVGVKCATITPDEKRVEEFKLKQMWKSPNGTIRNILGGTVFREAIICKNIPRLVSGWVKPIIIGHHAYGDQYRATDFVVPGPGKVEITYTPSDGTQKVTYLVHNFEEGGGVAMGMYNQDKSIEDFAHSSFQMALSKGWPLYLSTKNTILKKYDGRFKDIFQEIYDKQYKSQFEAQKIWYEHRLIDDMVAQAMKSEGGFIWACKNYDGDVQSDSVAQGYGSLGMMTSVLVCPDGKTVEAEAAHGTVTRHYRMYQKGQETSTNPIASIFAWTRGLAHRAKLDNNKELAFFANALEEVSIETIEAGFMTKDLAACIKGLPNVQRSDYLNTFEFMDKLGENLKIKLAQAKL
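IDH1-R132H (0.5 ug/mL) preincubated 30 min with compound, then NADPH (0.016 mM) and alpha-KG (2 mM) added; 80 min at RT, pH 7.5. Remaining NADPH coupled via diaphorase/resazurin to fluorescence (540/590 nm); concentration-response curves normalized to no-enzyme control.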
Active calls of the source: *; ? = inconclusive; nt = no result given; & = joins results of further samples; [ ] = dose if it differs, or a comment. Unless noted, calls follow the shape of the dose curve; as a rule, active = well fitted curve in the direction sought with a large enough effect; inconclusive = small, poorly fitted or top-dose-only effect, or another doubt; inactive = no such curve, though single readings can be large; an effect the other way counts as inactive or inconclusive. Some of the compounds tested; count on the stated rates, not on these rows.

smiles,IDH1 R132H inh,RGS4 inhibitor,TrxR1 substrate,rTrxR1 inhibitor,Vif-A3F inh,GRP78 ERSR act,Vif-A3G inh,USP1 inh,LDHA block
COc1ccccc1NS(=O)(=O)c1cc(NC(=O)CCC(=O)c2cccs2)ccc1Cl,1%,3%,3%[57.1 µM],8%[57.1 µM],4%,2%,-1%,-16%,-9
Cc1cc(N/C(=N/S(=O)(=O)c2cc(F)ccc2F)c2ccccc2)n(-c2ccccc2)n1,2%,-11%[56.9 µM],1%,23%,4%,1%,2%,-11%,-7
CN(C)c1ncc(C(=O)NCc2ccc(Cl)cc2)cn1,nt,-11%,6%[57.1 µM],12%[57.1 µM],nt,nt,nt,-21%,-4
O=C(CN1CCCCCC1)Nc1cc([N+](=O)[O-])ccc1Cl,1%,7%,7%,14%,-2%,-3%,-6%,-9%,12
COc1cccc(C(=O)NC(=S)Nc2ccc3[nH]c(=O)[nH]c3c2)c1,4%,-34%,11%[0.0914 µM],7%[57.1 µM],7%,-5%,-1%,-18%,-5
NC(=O)C1(NC(=O)[C@@H]2CC3(CC(c4cccc(NC(=O)[C@@H]5CCC(=O)N5)c4)=NO3)CN2C(=O)c2ccccc2)CC1 (stereo not given in full),12%,-3%,-3%[57.1 µM],6%[57.1 µM],1%,-2%,2%,-15%,1
CSc1cnn(Cc2ccccc2)c(=O)c1SCc1ccccc1,8%,?,-1%,1%,-20%,-2%,-5%,-11%,0
CN(C(=O)c1cccc(NC(=O)Cc2cccc(NC(=O)C3CCN(C(=O)C4CC4)CC3)c2)c1)C1CC1,3%,-7%,3%,20%,2%,-3%,2%,?,-1
O=C(Nc1ccc(S(=O)(=O)Nc2ncccn2)cc1)c1cc([N+](=O)[O-])ccc1Cl,-1%,5%,-5%,14%,-7%,1%,7%,-10%,-1
Cn1c(=O)c2c(ncn2CC(=O)N2CCN(c3ccc([N+](=O)[O-])cc3)CC2)n(C)c1=O,4%,4%,-4%[57.1 µM],-14%[57.1 µM],3%,-3%,-2%,-9%,-1
COc1ccc(C2SCC(=O)N2CCc2ccc(OC)c(OC)c2)cc1 (stereo not given),9%,10%,0%,18%,-1%,-7%,-16%,-15%,-2
Cc1nc(SC2CC(=O)N(c3cc(Cl)cc(Cl)c3)C2=O)nc2c1CCCC2 (stereo not given),5%,?,2%[57.1 µM],9%[57.1 µM],-6%,-7%,-13%,-23%,2
O=c1ccc(C(F)(F)F)cn1Cc1cc(=O)n2ccsc2n1,3%,22%,-10%,17%[57.1 µM],-5%,-3%,3%,-26%,-7
COc1ccc(CCNc2ccc(C(CC(N)=O)NC(=O)c3cc(OC)ccc3OC)cc2[N+](=O)[O-])cc1 (stereo not given),4%,-18%,6%,20%[57.1 µM],4%,-5%,2%,-17%,1
Cc1ccc([N+](=O)[O-])cc1NC(=O)Nc1onc(C)c1C,0%,9%,5%[57.1 µM],7%[57.1 µM],-5%,4%,-4%,-2%,-18

A few values from the results shown:
COc1ccccc1NS(=O)(=O)c1cc(NC(=O)CCC(=O)c2cccs2)ccc1Cl @ Vif-A3F inh: 4%
COc1ccc(CCNc2ccc(C(CC(N)=O)NC(=O)c3cc(OC)ccc3OC)cc2[N+](=O)[O-])cc1 (stereo not given) @ GRP78 ERSR act: -5%

Going on with the list.
smiles,IDH1 R132H inh,RGS4 inhibitor,TrxR1 substrate,rTrxR1 inhibitor,Vif-A3F inh,GRP78 ERSR act,Vif-A3G inh,USP1 inh,LDHA block
O=P(O)(CCc1ccccc1)CN1CCCCC1,3%,-13%,8%,6%,-1%,-4%,-8%,5%,-2
CC(C)(C)OC(=O)NCCCCCc1cn([C@@H](CO)C(=O)NCCCCCCCCCCC(=O)N2CCN(C(=O)OC(C)(C)C)CC2)nn1,2%[38.3 µM],-15%,-8%,-11%,3%,-7%,-30%,-22%,6
Cc1c(-c2ccc(Cl)cc2)[n+](=O)c(-c2ccccc2)cn1[O-],-5%,11%,-10%,-16%,-2%,2%,0%,-24%,6&-1
Fc1ccc(-c2nnc(-c3ccc(Cl)cc3)o2)cc1,0%,6%,4%,34%[activator],-3%,8%,2%,-7%,-1
CN(CC(=O)NCc1cccs1)S(=O)(=O)c1cccc2nsnc12,6%,-20%,-4%,3%,-19%,0%,0%,-11%,-4
COc1ccc(C(C(=O)NC(C)(C)C)N(C(=O)CCC(=O)Nc2cc(C)on2)c2cccc(F)c2)cc1 (stereo not given),4%,25%,-3%,12%,1%,-1%,-1%,-19%,0
Cc1cc(Sc2nnc(/N=C/N(C)C)s2)c2ccccc2n1,0%,-14%,-3%,2.5µM*,-4%,-15%,?,-13%,-10
CCOc1ccc(S(=O)(=O)Nc2cccc(C(=O)NCC(c3ccco3)N(C)C)c2)cc1 (stereo not given),-2%,6%,5%,2%,-9%,-2%,0%,2%,2
CCn1c(-c2csc3ccccc23)n[nH]c1=S,2%,?,-14%,-30%,0%,-1%,-15%,-4%,-4
Cc1ccc(NC(=O)CN2CCN(c3ccccc3F)CC2)cc1F,16%,-8%,-1%[57.1 µM],10%[57.1 µM],-7%,-3%,2%,-3%,2
CCc1ccc(N2CC(C(=O)NC3=NCCS3)CC2=O)cc1 (stereo not given),0%,9%[56.9 µM],-4%,9%,-14%,-3%,0%,-9%,-1
O=C(CO/N=C1\CCCc2nonc21)Nc1ccccc1Cl,-1%,-10%,13%[57.1 µM],17%,3%,-1%,-1%,-17%,-5
CCc1cc(C(=O)N2CCCC(C(=O)c3ccc(Cl)cc3)C2)no1 (stereo not given),-2%,7%[11.4 µM],8%,28%,0%,-6%,-1%,-20%,-6
c1cc(-c2noc(CCC3CCCC3)n2)ccn1,4%,12%,-9%,-13%,1%,5%,0%,-6%,-14
CC(C)(C)c1ccc(C(=O)C2CCCN(C(=O)c3ccccn3)C2)cc1 (stereo not given),10%,-19%,1%,11%,-8%,0%,0%,-18%,2
COC(=O)c1cc(C(=O)NC(C)C2CC3CCC2C3)cc([N+](=O)[O-])c1 (stereo not given),2%,7%,4%[57.1 µM],15%[57.1 µM],-7%,0%,-14%,-7%,-8
OCCC1CN(Cc2cccc3nonc23)CCN1Cc1ccsc1 (stereo not given),-4%,-12%,6%,7%,8%,-2%,3%,-19%,-8
Cc1nc(NC(=O)c2ccc(Cl)cc2)nc2cc3c(cc12)OCO3,6%,15%,15%,-13%,-7%,-1%,-5%,2%,-6
CC1(C)CC(NC(=O)c2coc(=O)c(Br)c2)CC(C)(C)N1,5%,-2%,46%[activator],-32%,-6%,4%,-9%,-1%,-4
Nc1nc(SCc2ccc(Br)cc2)n[nH]1,-5%,10%[56.9 µM],-2%,24%,8%,4%,1%,-11%,-9
CC1CN(S(=O)(=O)c2cc(C(=O)NCc3ccncc3)ccc2Cl)CC(C)O1 (stereo not given),-10%,-9%,3%,12%,0%,0%,1%,-14%,-9
CC(=O)Nc1ccc(C(=O)CS(=O)(=O)c2ccc(C)cc2)cc1,-1%,-17%,-8%,?,7%,-1%,0%,-5%,-8
CCOc1ccc(N2CC(C(=O)Nc3nnc(SCCOC)s3)CC2=O)cc1 (stereo not given),-3%,-20%,-1%,-1%,-14%,-6%,7%,-20%,-2
Cc1ccc(-c2ccc(CCC(=O)O)n2-c2ccc(C(N)=O)cc2)cc1,-7%,-10%,8%,?,3%,-4%,2%,-6%,-2
CC(C)(CN=C1NS(=O)(=O)c2ccccc21)CNC(=O)CN1C(=O)c2ccccc2C1=O,0%,-17%,-11%,-11%,1%,-5%,-5%,-9%,0
Cc1ccc(CN2CCCN(C)CC2)c(C)c1,1%,?,5%[57.1 µM],4%[57.1 µM],7%,-6%,-1%,-8%,-19
CC(C)(C)c1ccc(OCC(O)CSc2ncn[nH]2)cc1 (stereo not given),-3%,6%,-10%[57.1 µM],-17%,-2%,-5%,-1%,0%,2
CCOC(=O)c1ccc(N2C(=O)c3n[nH]c(C)c3C2c2ccc(OC)c(OC)c2)cc1 (stereo not given),0%,1%,5%,26%,-11%,-4%,-2%,-22%,-3
O=C(NCC(c1cccs1)S(=O)(=O)c1ccccc1)c1ccc(C(F)(F)F)cc1 (stereo not given),2%,-17%,1%[57.1 µM],26%[57.1 µM],-3%,-4%,1%,-10%,3

Source: PubChem
